IMP-1 inhibitor – inhibitors of Pseudomonas aeruginosa IMP-1 metallo-beta-lactamase; AID 1556; 290,000 compounds, 0.45% hits; purified IMP-1, nitrocefin hydrolysis, epi-absorbance fluorescence; inhibition, % at 5.6 µM;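 active = inhibition above the mean plus 3 SD of all compounds in the same screening run, cut at about 4.5% in these data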;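 note: 0% = IMP-1 with DMSO and 100% = DMSO wells lacking enzyme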
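Material – recombinant IMP-1 enzyme, purified · Amount – IMP-1 0.2 nM before substrate addition · Medium – HEPES buffer pH 7.1 with ZnSO4 and Brij 35 · Timing – 25 °C, 15 min preincubation, 25 min reaction · Measured by – plate fluorescence quenching by hydrolysis product, ex 480/em 530 nm · Read-out – percent enzyme inhibition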
VIM-2 inhibitor – blocks Pseudomonas aeruginosa VIM-2 metallo-beta-lactamase; purified VIM-2, nitrocefin hydrolysis, epi-absorbance fluorescence; 290,000 compounds, 0.89% hits; inhibition, % at 5.6 µM; AID 1527;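 active = inhibition above the mean of all tested compounds plus 3 SD, cutoff set per screening run, cut at about 7.5% in these data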;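 note: red hydrolysis product quenches plate fluorescence so inhibitors raise well fluorescence; 0% = enzyme with DMSO and 100% = DMSO without enzyme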
CRFR2-BP antag – antagonists of CRF-binding protein/CRF-R2 receptor complex | HEK293 CRF-R2/CRF-BP, CRF-induced calcium fluorescence | inhibition, % at 11.8 µM | 350,000 compounds, 0.59% hits;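 active = inhibition of the ligand-induced calcium signal above about 50% at the single tested concentration, limit read from the data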
IDE inh – inhibitors of human insulin-degrading enzyme in cells. 320,000 compounds, 0.41% hits. P14735. HEK cells, FAbetaB cleavage, fluorescence polarization. inhibition, % at 5.59 µM. AID 434962;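 active = percent inhibition above the average of all tested compounds plus 3 SD, set per screening campaign, cut at about 16% in these data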;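 note: IDE supplied by intact live HEK cells; FP after avidin binding of uncleaved biotin substrate so inhibition keeps polarization high; 0% = DMSO wells and 100% = 60 µM reference IDE inhibitor Ii1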
IDE act – boosts human insulin-degrading enzyme activity in HEK cells | activation, % at 5.96 µM | 340,000 compounds, 0.073% hits | P14735 | FAbeta-B cleavage, fluorescence polarization; 0% vehicle, 100% cell-free pure enzyme wells | AID 493087;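 active = activation above the mean of all tested compounds plus 3 SD, set per screening campaign, cut at about 17% in these data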
pCIP destab – lowers stability of the mouse p/CIP coactivator protein | Q05BA5 | F442A p/CIP-EGFP cells, EGFP fluorescence, 16 h | decrease of EGFP signal, % at 10 µM | 290,000 compounds, 0.01% hits;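 active = EGFP signal decrease of at least 30% at 10 µM or well 3 SD below plate mean, unless failing retest; inactive = the rest, including hits failing retest or dose response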; note: some compounds called inactive have numbers as strong as hits; many of its hits are not listed in these tables
NS3 helicase inh – inhibitors of Hepatitis C virus NS3 helicase. NS3 helicase DNA unwinding, Cy5 molecular beacon fluorescence. 290,000 compounds, 0.56% hits. inhibition, % at 10.9 µM. AID 1800;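 active = inhibition above the mean of all tested compounds plus 3 SD, set per campaign, cut at about 35% in these data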;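 note: 0% = DMSO wells and 100% = thioflavine S control wells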
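Assay system – hepatitis C virus NS3 helicase domain fragment enzyme · Buffer or medium – MOPS pH 6.5, MgCl2, DTT, Tween20, BSA · Reagent – Cy5/quencher beacon DNA duplex and ATP to start · Compound – single 10.9 µM dose · Timing – 1 h at 25 °C · Technique – Cy5 beacon fluorescence read at start and 1 h · Measure – % inhibition of unwinding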
GalR3 antagonist – antagonists of human GalR3 | O60755 | HEK293 GalR3-CNG cAMP membrane potential fluorescence; galR3 body fused to GalR1 C-terminus | inhibition, % at 3 µM | 360,000 compounds, 0.44% hits | AID 651719;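 active = inhibition above the screen-wide average plus 3 SD, cut at about 13% in these data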;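 note: forskolin and galanin both at EC90 stimulate the cells; cAMP rise reported by CNG channel membrane potential dye signal; 0% = forskolin plus galanin with DMSO and 100% = forskolin alone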
SUMO HTRF inh – SUMOylation inhibition; HTRF SUMOylation assay, SAE1/SAE2 + UBC9, in vitro; AID 2006; inhibition, % at 35 µM; 290,000 compounds, 0.36% hits; in the data active = inhibition above about 50%, passing the limit was not always enough; note: strong numbers were not always called active
* = called active by the depositor; x = not tested or not shown.

Results follow in this order: IMP-1 inhibitor, VIM-2 inhibitor, CRFR2-BP antag, IDE inh, IDE act, pCIP destab, NS3 helicase inh, GalR3 antagonist, SUMO HTRF inh
NS(=O)(=O)c1ccc(NC(=O)c2cc(Cl)ccc2Cl)cc1
→ 0.7, -1.1, 2, 1, 10, 7, 2, 0, 13
CCn1nc(C)cc1C(=O)N1CCCC(C(=O)c2ccc3ccccc3c2)C1 (stereo unspecified)
→ -2.3, -3.0, -1, 5, 0, -6, -16, 0, 12
Cc1c(C#N)c2ncn(Cc3ccccn3)c(=O)c2n1-c1ccccc1
→ -1.2, 2.0, -1, 4, 5, -8, -3, -3, -2
Cn1c(NC(=O)c2ccc(F)cc2)c(-c2ccccn2)c(=O)c2ccccc21
→ -3.2, -2.6, 3, 0, x, 2, -6, -3, 5
CC(=O)c1ccc(NC(=S)NC(=O)/C=C/c2ccco2)cc1
→ -3.7, -2.1, -5, 5, -1, -3, 30, -8, 20
COc1ccc(CNC(=O)c2ccccc2[N+](=O)[O-])cc1
→ -2.1, -0.1, -2, -3, 8, -5, -3, x, -1
COc1ccccc1-n1nc(C)cc1N
→ 1.8, 0.7, -24, -1, 5, 1, 3, -3, 8
O=C(CN1C(=O)COc2ccc(S(=O)(=O)N3CCCCCC3)cc21)NCc1ccc(F)cc1
→ -3.4, -1.5, 13, 2, 4, -13, -4, 0, 0
COc1ccc(NC(=O)c2ccccn2)cc1
→ -2.9, -0.7, 0, 1, 1, -6, 2, x, -8
CCOC(=O)C1(Cc2ccccc2C)CCCN(C(=O)CCc2cccnc2)C1 (stereo unspecified)
→ -1.7, -1.4, -8, -4, 6, -5, 4, -5, -8
COc1ccc(CCNC(=O)CC(=O)NCCc2ccc(OC)cc2)cc1
→ 2.1, -0.7, -2, 2, 0, -11, 2, -9, 1
CN(C)C1=NCCN1CC1CCCC1
→ x, x, 4, -2, 7, x, x, -8, x
COc1cc(OC)c(NC2=NCCCCC2)cc1Cl
→ -1.3, -2.5, 24, -2, -2, -2, 1, 1, 35
CCN1CCN(CCCN(Cc2ccco2)C(=S)Nc2ccc(Cl)c(C)c2)CC1
→ -2.6, -1.6, 1, 3, 3, 10, -13, 0, -3
CCn1c2ccccc2c2cc(NC(=S)N3CCOCC3)ccc21
→ -1.8, 0.7, -51, 0, -1, 4, -25, -3, -7
CCc1cccc(CC)c1NC(=O)C(NS(=O)(=O)c1cccs1)c1ccccc1 (stereo unspecified)
→ -1.8, 0.3, -18, -3, 1, 8, 9, -3, 6
CCOc1ccccc1NC(=S)Nc1ccc2cn[nH]c2c1
→ -3.4, -0.7, -25, -4, 3, -15, -3, -3, 37
NC1=NC2(CCCCC2)N=C(Nc2ccc(Br)cc2)N1
→ -3.9, -2.5, -44, 1, 1, -9, -21, -2, 10
CC(=O)Nc1ccc(CN2CCN(Cc3ccc(C)cc3)C(CCO)C2)cc1 (stereo unspecified)
→ -1.2, 0.3, 17, 2, 6, 0, 5, 7, -6
O=c1[nH]c(=S)[nH]c2[nH]c(=S)[nH]c12
→ -1.7, -0.3, x, -2, x, -6, 4, x, 19
O=C(COC(=O)CCNS(=O)(=O)c1ccccc1)NNC(=O)c1ccccc1
→ x, x, 7, 1, 2, x, x, -2, x
C=CCn1c(SCC(=O)c2ccc(OC)cc2)nnc1C(C)NC(=O)c1cccs1 (stereo unspecified)
→ -3.3, -6.3, -13, 3, 1, 3, -5, -3, 0
CCCCn1c(NC(=O)C2CCCCC2)nc2ccccc21
→ 2.3, -0.3, 9, 0, 4, -12, 3, -4, 45
CCOc1ccc2nc(CN3CCN(Cc4ccccc4OCC)C(CCO)C3)ccc2c1 (stereo unspecified)
→ -5.0, -6.7, -18, -3, 0, -11, -17, -10, 5
COC(=O)c1nc(-c2ccccc2)n[nH]1
→ -3.9, -1.3, -3, 5, 5, -20, 2, -5, 6
Cc1ccc(S(=O)(=O)NCCC(=O)NCCN2CCCCCC2)cc1
→ -0.1, -1.6, -4, 0, 1, -7, -29, -6, -4
Cc1ccc(NC(=O)C2CCC(N3C(=O)C4CCCCC4C3=O)CC2)cc1 (stereo unspecified)
→ -0.6, 0.0, -9, 8, -2, 7, 3, -9, 0
CCOC(=O)C1CNc2cc(S(=O)(=O)CC)ccc2O1 (stereo unspecified)
→ -3.5, -5.6, 15, 7, -4, -7, 7, 0, 3
CC(C)(C)c1ccc(S(=O)(=O)Nc2cccc(C3OCCCO3)c2)cc1
→ -2.7, -0.7, -9, 5, -1, -9, -4, -4, -16
COc1ccc(OC)c(S(=O)(=O)N2CCCC(C)C2)c1 (stereo unspecified)
→ -5.7, -2.7, -4, 3, 3, -11, 1, -5, -17

More compounds follow.
molecule,IMP-1 inhibitor,VIM-2 inhibitor,CRFR2-BP antag,IDE inh,IDE act,pCIP destab,NS3 helicase inh,GalR3 antagonist,SUMO HTRF inh
Cc1ccc(C)c(C(=O)CSc2n[nH]c(-c3ccncc3)n2)c1,-4.5,0.5,-2,0,-2,4,-1,-1,5
Cc1nn(-c2ccccc2)c2sc(C(=O)NC3CCCCC3)cc12,-6.7,-2.7,-24,4,-8,6,-5,-13,-19
CCOC(=O)C1=C(CSc2nc3ccccc3s2)NC(=O)NC1c1cc(C)ccc1C (stereo unspecified),-0.9,-0.6,-5,4,1,5,-27,-10,3
COc1ccc(-c2cc(C(=O)OCC(=O)N3CCCCC3)c3ccccc3n2)cc1OC,x,x,-19,6,-3,x,x,-6,x
Cc1ccccc1S(=O)(=O)Cc1ccc(C(=O)NC2CC2)o1,0.6,-2.3,6,3,4,4,5,0,-6
CCNC(=S)/C(=C(/[O-])c1ccc([N+](=O)[O-])cc1)[n+]1ccccc1,-0.1,1.0,9,-3,-3,3,-6,3,19
CCOc1ccccc1OCCN1CCC(Cc2ccccc2)CC1,-3.4,-1.6,4,0,3,-8,-45,-2,7
COc1ccc(C(=O)CSc2nnc(-c3cc4ccccc4cc3O)n2Cc2ccco2)cc1,-2.9,-0.6,-23,-3,-1,-10,-3,-5,3
Cc1cc(/C=C(\C#N)C(=O)NC2CCCCCC2)c(C)[nH]1,-1.9,-2.7,10,5,-5,-2,5,-3,6
COCCN(C(=O)c1snc(C(N)=O)c1N)C(C(=O)NC1CCCCC1)c1ccc(N(C)C)cc1 (stereo unspecified),1.3,0.6,6,2,5,0,-20,-8,-5
CCCCNC(=O)N1CCc2ccccc2C1,0.6,-0.1,13,-2,1,-4,2,0,-7
O=S(=O)(Nc1ccccc1N1CCCCC1)c1cccs1,0.8,1.0,6,1,3,4,-7,4,5
COCCCNC(=O)C(=O)N/N=C/c1ccc(OCC(=O)Nc2cccc(Cl)c2C)c(OC)c1,-0.1,2.4,6,1,3,-5,12,-3,47
Cc1ccc([N+](=O)[O-])cc1NC(=O)CN1CCCCC1,-2.3,-1.3,-1,-2,4,1,12,-2,-15
O=C(Nc1ccc(Cl)cc1)N1CCC(CO)(Cc2ccccc2)CC1,-1.0,-3.1,-50,3,0,-14,-7,-8,3
COc1cccc(C2=NOC(C(=O)NCc3cccs3)C2)c1 (stereo unspecified),1.9,2.8,4,1,0,-2,-8,-4,6
CC(C)[C@H](NC(=O)OCc1ccccc1)C(=O)OCC(=O)Nc1c(F)cccc1F,-3.4,0.2,-19,-5,-2,0,-2,-4,0
CCS(=O)(=O)CCSc1nc(C)cc(C)n1,-3.6,-3.9,-17,3,2,4,5,-4,17
N/C(Cc1ccc([N+](=O)[O-])cc1)=N\OC(=O)COc1ccc2ccccc2c1,-1.6,-1.1,24,1,3,93,-5,-1,-4
Cc1ccc(S(=O)(=O)N(C)c2ccc(OC(=O)CN3C(=O)NC4(CCCC4)C3=O)cc2)cc1,x,x,6,8,2,x,x,-2,x
COc1cc(CN2C(=S)NC(C)(C)CC2(C)O)cc(OC)c1 (stereo unspecified),-2.2,-2.4,-2,-1,5,-15,-5,-4,13
COc1cc(S(=O)(=O)N(Cc2ccc(C)cc2)Cc2ccco2)ccc1-n1cnnn1,-6.0,-3.4,5,-2,-3,-4,-1,-5,16
O=C(c1cc([N+](=O)[O-])cc([N+](=O)[O-])c1)N1CCN(C(=O)c2ccco2)CC1,-2.4,-1.1,-3,-4,0,0,3,0,6
CCOC(=O)C1=C(CC)Nc2ccccc2N=C1NC(=O)Nc1ccccc1OC,-2.5,-4.0,-9,5,4,-6,-3,4,-8
COc1ccccc1-c1nnc2n1N=C(C)CS2,-1.9,-0.5,2,3,-6,-16,-7,-6,12
COc1cc(NC(=O)c2ccccc2)c(OC)cc1NC(=O)CN1CCN(c2ccccn2)CC1,-3.4,-2.3,-34,10,5,-14,-10,5,3
Cc1cccc(C(=O)NCC(=O)N2CCN(S(=O)(=O)/C=C/c3ccccc3)CC2)c1,x,x,1,1,4,x,x,-5,x
N#Cc1nc(Cc2ccccc2)oc1N1CCC(Cc2ccccc2)CC1,0.4,-1.7,25,1,6,-15,-4,-1,-9
Cc1ccc(N2CC(=O)N(c3ccc(C)cc3)CC2=O)cc1,-3.1,-5.4,-2,1,4,-8,2,-2,4
Cc1ccc(C(=O)NCC(=O)OCC(=O)Nc2ccc(Cl)cc2C(F)(F)F)cc1C,-3.0,-0.1,2,-2,-2,0,-2,1,-4

4 entries out of the list above, arranged by the value under IMP-1 inhibitor, falling:
molecule,IMP-1 inhibitor,VIM-2 inhibitor,CRFR2-BP antag,IDE inh,IDE act,pCIP destab,NS3 helicase inh,GalR3 antagonist,SUMO HTRF inh
N/C(Cc1ccc([N+](=O)[O-])cc1)=N\OC(=O)COc1ccc2ccccc2c1,-1.6,-1.1,24,1,3,93,-5,-1,-4
CCN1CCN(CCCN(Cc2ccco2)C(=S)Nc2ccc(Cl)c(C)c2)CC1,-2.6,-1.6,1,3,3,10,-13,0,-3
Cn1c(NC(=O)c2ccc(F)cc2)c(-c2ccccn2)c(=O)c2ccccc21,-3.2,-2.6,3,0,x,2,-6,-3,5
CCOc1ccccc1OCCN1CCC(Cc2ccccc2)CC1,-3.4,-1.6,4,0,3,-8,-45,-2,7

Source: PubChem BioAssay
